# SRC3 TRFRET art: TR-FRET artefact, counter-screen to PPARgamma/SRC-3 agonist assay; PPARgamma/SRC-3 format; active compounds read high; TR-FRET ratio at 8 µM; 99,000 tested, 0.39% active; AID 1048; in the data active = TR-FRET ratio above about 2000; also: inactives centre near 1600; reference of the scale not given here
# SRC1 TRFRET art: TR-FRET artefact, counter-screen to PPARgamma/SRC-1 agonist assay. TR-FRET detection artefact counter-screen, emission ratio; active compounds read high. TR-FRET ratio at 8 µM. 99,000 tested, 0.34% active; in the data active = TR-FRET ratio above about 2300; also: inactives centre near 1800; reference of the scale not given here
# The depositor's hits bear a star; & = joins results of further samples. Not all compounds are listed. The share of hits here may be higher or lower than overall.
[1] C1COC(NC(C2CC2)C2CC2)=N1
[2] Cc1ccc(N(CC2=NCCN2)c2cccc(O)c2)cc1
[3] CN(C)CCCC1(c2ccc(F)cc2)OCc2cc(C#N)ccc21 (stereo not given)
[4] CC(=O)Nc1ccc(CC(=O)O)cc1
[5] CCn1cc(C(=O)O)c(=O)c2cnc(N3CCNCC3)nc21
[6] CCCCCC(=O)O[C@]1(C(C)=O)CC[C@H]2[C@@H]3CCC4=CC(=O)CC[C@]4(C)[C@H]3CC[C@@]21C

assay / compound	1	2	3	4	5	6
SRC3 TRFRET art	1717	1529&1536	1603&1540	1671	1532	1515
SRC1 TRFRET art	1931	1819&1576	1786&1750	2018	1735	1639

[7] CC(=O)CCCCn1c(=O)c2c(ncn2C)n(C)c1=O
[8] O=C(O)c1cccnc1Nc1cccc(C(F)(F)F)c1
[9] COc1ccc(C[C@H]2COC(=O)[C@@H]2Cc2ccc(OC3OC(CO)C(O)C(O)C3O)c(OC)c2)cc1OC (stereo not given in full)
[10] C=CC[n+]1ccc(/C=C2\C=Cc3cc(C)ccc3N2CC)c2ccccc21
[11] COc1ccc(C2CNC(=O)C2)cc1OC1CCCC1 (stereo not given)
[12] O=C(O)CCC(=O)c1ccc(-c2ccccc2)cc1

assay / compound	7	8	9	10	11	12
SRC3 TRFRET art	1601	1595	1535	1880	1637&1574&1283	1538
SRC1 TRFRET art	1858	1763	1704	2189	1805&1774&1637	1806

[13] C/C=C/C(=O)N(CC)c1ccccc1C
[14] CN1CCCN=C1COC(=O)C(O)(c1ccccc1)C1CCCCC1 (stereo not given)
[15] CC1Cc2ccccc2N1NC(=O)c1ccc(Cl)c(S(N)(=O)=O)c1 (stereo not given)
[16] CCC(NC(C)C)C(O)c1ccc(O)c2[nH]c(=O)ccc12 (stereo not given)
[17] CC(C)=CCOc1c2ccoc2cc2oc(=O)ccc12
[18] Cc1cncn1CCc1nc2c3ccccc3nc(SCC(=O)Nc3cccc(Cl)c3)n2n1

assay / compound	13	14	15	16	17	18
SRC3 TRFRET art	1520	1684	1629	1643	1641	1604
SRC1 TRFRET art	1913	1821	1845	2059	1835	2049

# Complete entries from above:
# Shown for CCC(NC(C)C)C(O)c1ccc(O)c2[nH]c(=O)ccc12 (stereo not given) → SRC3 TRFRET art = 1643; SRC1 TRFRET art = 2059
# Shown for CC(C)=CCOc1c2ccoc2cc2oc(=O)ccc12 → SRC3 TRFRET art = 1641; SRC1 TRFRET art = 1835
# Shown for Cc1cncn1CCc1nc2c3ccccc3nc(SCC(=O)Nc3cccc(Cl)c3)n2n1 → SRC3 TRFRET art = 1604; SRC1 TRFRET art = 2049

# Other entries
[19] N#Cc1ccc(C(c2ccc(C#N)cc2)n2cncn2)cc1
[20] C/C=C(/C)C(=O)OC(C)(C)[C@@H]1Cc2c(ccc3ccc(=O)oc23)O1
[21] COc1cc2ncnc(Nc3cccc(Cl)c3)c2cc1OC
[22] CCCc1nc(C(C)(C)O)c(C(=O)O)n1Cc1ccc(-c2ccccc2-c2nn[nH]n2)cc1

assay / compound	19	20	21	22
SRC3 TRFRET art	1602	1387	1433	1480
SRC1 TRFRET art	1857	1598	1919	1753

# Assay outcomes from PubChem.
